SV40 large T antigen: TAg ATPase/helicase activity blockers – biochemical (AID 1903); inhibition, % at 20 µM, or IC50 in µM where a hit was titrated; SV40 large T antigen ATPase/helicase inhibition assay; higher % means a stronger effect; hit rate 0.39% among 310,000; in the data active means a potency from the dose series; inconclusive means inhibition mostly from about 32% at the one dose, without a potency; inactive means the rest, 99 in 100 with inhibition below about 32%; further: strong numbers were not always called active
GPR55 LPI antagonism: inhibition of LPI-stimulated GPR55 beta-arrestin translocation – imaging, U2OS, beta-arrestin-GFP, LPI agonist, primary screen (AID 2013). hit rate 0.13% among 290,000. one-dose inhibition, % at 10 µM; IC50 in µM for titrated hits. U2OS GPR55 beta-arrestin-GFP translocation imaging, LPI antagonism; higher % means a stronger effect;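 active means spots per cell inhibited over 60%, with over 100 cells counted and total cytoplasm intensity under 500,000; inconclusive means wells with under 100 cells, flagged as likely toxic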;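 further: U2OS cells stably carrying GPR55 and arrestin-GFP stimulated by 5 µM LPI near EC80; imaged beta-arrestin-GFP aggregate spots per cell after agonist stimulation; plate controls were LPI-stimulated DMSO wells for no effect and DMSO wells without LPI for full effect; some results filed as inactive read as strong as hits; confirmed hits need IC50 under 10 µM and bright autofluorescent wells are also inconclusive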
GPR35 antagonists: GPR35 antagonists blocking zaprinast-driven arrestin recruitment, primary screen, imaging, U2OS, beta-arrestin-GFP, zaprinast agonist (AID 2058) | U2OS GPR35 beta-arrestin-GFP translocation imaging, zaprinast antagonism; higher % means a stronger effect | inhibition, % at 10 µM, or IC50 in µM where a hit was titrated | hit rate 0.052% among 290,000;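 active means inhibition of at least 50% with at least 30 cells and total cytoplasm GFP at most 10,000,000; inconclusive means under 30 cells or total GFP of 10,000,000 plus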
AID2073: disruptors of CaV2.2 binding to Mint1 – biochemical, HTRF (AID 2073); hit rate 0.19% among 290,000; HTRF protein-protein interaction, Mint1-CaV2.2; higher % means a stronger effect; inhibition, % at 20 µM, or IC50 in µM where a hit was titrated; in the data active means inhibition mostly above about 51%, no sharp cut-off; inconclusive means no clear call, values can overlap the other calls; inactive means mostly below about 53%; further: some results filed as inactive read as strong as hits
Dengue-2 NS5 capping: Dengue-2 NS5 methyltransferase inhibitors, primary screen, biochemical, confirmation dose response (AID 588689); Dengue-2 NS5 methyltransferase capping enzyme assay, biochemical; higher % means a stronger effect; inhibition, % at 25 µM, or IC50 in µM where a hit was titrated; hit rate 0.3% among 340,000; in the data active means a potency from the dose series; inconclusive means inhibition above about 29% without an active follow-up result
NTR1 ag: agonists of NTR1, primary screen, imaging, U2OS cells, beta-arrestin-GFP, high content (AID 493036); P30989; NTR1-U2OS beta-arrestin-GFP spot imaging, agonist mode; activation, % at 20 µM; hit rate 0.17% among 330,000;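 active means activation at or above 40% of the spot to cytoplasm intensity ratio, with at least 20 cells analyzed; inconclusive means wells under 20 cells, flagged as cytotoxic or low count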;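 further: 0% = DMSO without peptide and 100% = 100 nM NTR1 peptide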
Target sequence (P30989 whole entry, looked up): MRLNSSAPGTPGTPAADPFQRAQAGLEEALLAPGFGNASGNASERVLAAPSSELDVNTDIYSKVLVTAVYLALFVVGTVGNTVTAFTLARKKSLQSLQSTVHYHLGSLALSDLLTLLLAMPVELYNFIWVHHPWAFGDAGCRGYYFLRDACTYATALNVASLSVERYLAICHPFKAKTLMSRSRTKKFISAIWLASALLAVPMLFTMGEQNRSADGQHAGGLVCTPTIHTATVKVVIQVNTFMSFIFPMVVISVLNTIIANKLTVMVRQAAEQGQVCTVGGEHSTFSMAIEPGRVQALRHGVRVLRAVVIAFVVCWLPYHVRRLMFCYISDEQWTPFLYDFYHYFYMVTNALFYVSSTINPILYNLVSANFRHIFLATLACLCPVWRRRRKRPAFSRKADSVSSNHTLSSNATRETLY
Yfh1-depleted yeast: enhancers of respiration in Yfh1-depleted yeast, dose response, Friedreich's ataxia, plus single-dose screen (AID 1465). S. cerevisiae Yfh1-off respiration, WST-1 reduction, 72 h; higher fold induction means a stronger effect. fold induction at 50 µM, or EC50 in µM where a hit was titrated. hit rate 0.074% among 220,000;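 active means fold induction of absorbance versus untreated yeast above a set limit, then at least 30% activation at any dose in follow-up; inconclusive means repeats straddling the limit, or above it without dose testing; inactive means fold induction below the set limit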;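 further: activators that raise dye reduction in frataxin-depleted yeast; strong numbers were not always called active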
GPR55 beta-arrestin: selective activators of receptor GPR55 – imaging, U2OS cells, beta-arrestin-GFP redistribution, primary screen (AID 1961) | U2OS GPR55 beta-arrestin-GFP redistribution imaging; higher % means a stronger effect | activation, % at 10 µM; hits with a dose series show EC50 in µM | hit rate 0.048% among 290,000;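 active means activation above 40% with more than 50 cells counted in the well; inconclusive means wells holding fewer than 50 cells, flagged as toxic or sparse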;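 further: U2OS osteosarcoma cells stably expressing GPR55 and beta-arrestin-GFP; plate controls were DMSO negative control for no effect and LPI positive control for full effect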
Rac1 GTP hydrolysis: MgcRacGAP GTPase-activating activity inhibitors, confirmation, biochemical, ADP Hunter fluorescence | AID 624330 | hit rate 0.6% among 340,000 | MgcRacGAP-stimulated Rac1 GTP hydrolysis, ADP Hunter fluorescence; higher % means a stronger effect; GST-tagged Rac1 F28L mutant substrate | one-dose inhibition, % at 30 µM; IC50 in µM for titrated hits;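 active means first-screen hits whose inhibition reached a set limit at any dose in the follow-up dose series; inconclusive means inhibition above the set first-screen limit but never retested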;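 further: fluorescence reports GDP produced by GAP-driven GTP hydrolysis; strong numbers were not always called active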
NTR1 ag cell count 20 µM: also measured in NTR1 ag; calls as there; cell count; measured here: cell count, cytotoxicity flag
Dengue-2 NS5 capping pilot replicate: also measured in Dengue-2 NS5 capping; calls as there; inhibition, %; measured here: pilot screen replicate inhibition
* marks the source's active call; other numbers are inactive results; i = inactive; ? = inconclusive; · = no result given.

SMILES	SV40 large T antigen	GPR55 LPI antagonism	GPR35 antagonists	AID2073	Dengue-2 NS5 capping	NTR1 ag	NTR1 ag cell count 20 µM	Yfh1-depleted yeast	GPR55 beta-arrestin	Rac1 GTP hydrolysis	others
S=C(Nc1ccccc1Cl)N1CCOCC1	6.7%	10.6%	4.3%	-14.8%	1.5%	-0.9	37	i	-0.1%	0.7%
O=C(NCCO)C(F)(F)C(F)(F)C(F)(F)OC(F)(C(=O)NCCO)C(F)(F)F (stereo unspecified)	11.2%	7.1%	22.9%	-4.7%	-5.5%	-0.2	52	i	-0.1%	9.0%
COc1ccc(Br)cc1/C=N/NC(=O)c1cccnc1	13.0%	1.3%	-0.4%	15.5%	-6.4%	-0.2	67	·	-0.2%	1.7%
COCc1cc(C)n(CC(=O)Nc2ccc(N3CCOCC3)c(Cl)c2)c(=O)c1C#N	3.5%	10.1%	7.8%	9.4%	-3.3%	-1.8	60	·	-0.1%	7.3%
Cc1ccc(OC(=S)Nc2ccccc2)c(C)c1	9.9%	6.0%	1.4%	-5.8%	-3.8%	1.3	91	i	-0.2%	5.9%
O=C(Cn1c(=O)n(CCCC(=O)NC2CCCC2)c(=O)c2ccccc21)NCCC1=CCCCC1	4.6%	8.9%	-5.1%	-2.3%	-1.4%	-0.2	55	i	0.2%	4.7%
Cc1cc(Nc2ccccc2C(=O)O)nc2nc3ccccc3c(=O)n12	2.9%	-1.0%	16.3%	46.0%	-0.7%	-1.0	72	i	0.5%	4.7%	Dengue-2 NS5 capping pilot replicate=0.9
C[C@H]1CCC[C@]2(O[C@@H](CCO)C[C@H](O)[C@H]2O)O1	4.4%	-7.2%	2.4%	6.4%	7.9%	-1.6	80	i	-0.1%	-1.5%
COC(=O)C1C(=O)C2=C(CC1C)NC(C)=C(C(=O)OCCOc1ccccc1)C2c1ccc(C)o1 (stereo unspecified)	0.5%	0.4%	1.5%	14.2%	-4.8%	1.7	85	i	-0.5%	4.8%
CCC(C(=O)NCc1ccco1)N(C(=O)CNS(=O)(=O)c1ccc(C)cc1)c1ccccc1F (stereo unspecified)	2.9%	-7.5%	-9.9%	7.6%	-1.6%	1.7	53	·	0.0%	-0.8%
CCS(=O)(=O)N1Cc2ccccc2CC1C(=O)NC(C)C12CC3CC(CC(C3)C1)C2 (stereo unspecified)	0.1%	2.4%	-6.4%	-5.0%	-2.4%	6.6	46	i	0.0%	4.1%
CC(=O)Nc1ccc(S(=O)(=O)Nc2nc(CN3CCOCC3)nc3sc4c(c23)CCCC4)cc1	18.7%	3.0%	-5.1%	21.4%	-10.3%	3.1	56	i	-0.1%	14.2%
CN(C)c1ccc(-c2nnc(SCC3CCCO3)n2C)cc1 (stereo unspecified)	17.6%	-16.6%	-3.7%	0.7%	-0.8%	0.1	34	i	0.2%	7.0%
Cc1ccc(S(=O)(=O)N2CC(C)N(C(=O)N3CCOCC3)C2)cc1 (stereo unspecified)	-13.8%	-1.6%	-15.3%	12.1%	-2.7%	0.3	56	·	-0.1%	5.4%
COc1cc2ncnc(NCc3ccccc3F)c2cc1OC	4.2%	2.2%	5.7%	-1.4%	-8.1%	-0.3	117	·	0.3%	7.6%
Cc1cc(Cl)c(S(=O)(=O)N2CCN(c3ccccn3)CC2)cc1OCC(N)=O	6.9%	-1.0%	-0.7%	5.0%	-1.5%	2.7	39	i	0.0%	4.5%
CCCCCOc1ccc(C(=O)OCC(=O)Nc2cc(C)c(C)cc2[N+](=O)[O-])cc1	13.7%	-5.6%	-4.7%	5.0%	·	2.2	73	i	-0.2%	2.6%
CCC(C)NC(=O)NC(=O)N(C1CCCCC1)S(C)(=O)=O (stereo unspecified)	2.8%	7.1%	-11.9%	0.3%	-1.6%	0.1	90	i	-0.1%	5.1%
COc1ccc(C2C(=O)c3ccccc3C2=O)cc1OC	-16.1%	6.5%	9.8%	-9.8%	·	-1.1	85	i	0.0%	8.7%
CC(Oc1ccccc1)C(=O)Nc1c2c(nn1-c1ccccc1)CS(=O)C2 (stereo unspecified)	-1.1%	-4.7%	-1.6%	6.8%	0.7%	1.3	63	·	-0.2%	8.3%
COC1CCN(C(=O)CC2C(=O)NCCN2CC(C)(C)C)CC1 (stereo unspecified)	-3.7%	-3.2%	9.8%	6.0%	7.3%	-1.4	93	i	0.3%	6.8%
O=C(NCc1nc2ccccc2[nH]1)c1ccc(S(=O)(=O)N2CCCC2)cc1	7.0%	-5.1%	-9.0%	8.1%	-6.1%	0.6	56	i	0.3%	-6.3%
Cc1cccc(NC(=O)C2C3CCC4C(CCC32)C4(Cl)Cl)c1 (stereo unspecified)	6.1%	1.0%	1.7%	2.2%	-6.5%	7.2	62	i	0.7%	4.9%
O=C(NCCO)c1cccc2c1-c1ccccc1C2=O	1.8%	-2.7%	13.3%	4.5%	-3.6%	-1.2	79	i	-0.5%	7.9%
CCCN(CCC)Cc1c(C(=O)N/N=C/c2ccc(C)o2)nnn1-c1nonc1N	14.6%	-1.1%	8.0%	8.6%	-4.1%	0.5	41	·	0.1%	6.9%
(more compounds)
SMILES	SV40 large T antigen	GPR55 LPI antagonism	GPR35 antagonists	AID2073	Dengue-2 NS5 capping	NTR1 ag	NTR1 ag cell count 20 µM	Yfh1-depleted yeast	GPR55 beta-arrestin	Rac1 GTP hydrolysis	others
CCNC(=O)C(=O)NCc1ccncc1	0.2%	-5.8%	12.5%	2.8%	-4.4%	-1.1	35	i	-0.1%	2.7%
COc1ccc(CC(=O)OC(C)C(=O)Nc2ccc(S(N)(=O)=O)cc2)cc1 (stereo unspecified)	6.1%	·	·	·	-0.7%	0.3	43	·	·	0.3%
COc1ccc2cc(CN(CCO)C(=O)c3ccc(Br)cc3)c(=O)[nH]c2c1	4.9%	5.5%	-7.4%	3.6%	-9.0%	·	·	i	0.0%	12.2%
NC(=O)C1=C[C@@H](c2ccc(Br)cc2)C[C@@H](OCc2ccc(CO)cc2)O1	11.7%	15.5%	15.3%	?	-5.7%	-3.9	74	i	0.1%	5.5%
CC(=O)NC(Cc1ccccc1)C(=O)OCC(=O)c1ccc(F)cc1 (stereo unspecified)	13.0%	-4.7%	1.7%	1.6%	-1.5%	-1.5	59	i	0.6%	-1.1%
Cc1noc(C)c1C(=O)OC(C(=O)NC1CCCC1)c1ccc(F)cc1 (stereo unspecified)	5.9%	5.3%	-12.4%	12.4%	-4.1%	-0.5	80	i	-0.2%	-1.4%
O=C(O)c1[nH]c2ccccc2c1-c1ccccc1	12.2%	20.3%	4.2%	12.9%	-4.8%	-1.1	57	i	-0.1%	5.7%
Cn1c(=O)c2c(nc(CN3CCc4ccccc4C3)n2Cc2ccc(Cl)cc2)n(C)c1=O	2.9%	7.6%	2.8%	5.3%	-6.5%	-0.5	55	i	-0.3%	2.9%
Cc1ccc(NC(=O)CN2C(=O)c3ccccc3C2=O)c(C)c1	17.9%	2.3%	17.5%	10.3%	-2.4%	0.8	60	·	0.6%	0.1%
O=C1Nc2cc(C(=O)N3CCN(c4ccc(F)cc4)CC3)ccc2NC1CSCc1cccc(F)c1 (stereo unspecified)	31.9%	4.6%	14.0%	4.4%	-114.1%	-1.2	48	·	0.0%	12.1%
CCCc1ccc(NC(=O)C2CCCN(c3cnccn3)C2)cc1 (stereo unspecified)	-0.6%	-12.5%	9.4%	15.0%	-4.4%	-0.3	64	·	-0.1%	10.8%
O=C(Nc1nnc(C2CC2)s1)C1CC(=O)N(c2ccc3c(c2)OCCO3)C1 (stereo unspecified)	27.0%	0.2%	-13.6%	12.6%	2.6%	-1.1	64	i	0.3%	0.8%
CN(C)CC(=O)c1c(N)n(Cc2ccccc2)c(=O)n(C)c1=O	4.3%	6.0%	-8.3%	-2.1%	6.7%	1.1	52	i	-0.4%	7.4%
CCSc1nc(-c2ccco2)ccc1C#N	16.6%	8.0%	-4.6%	9.3%	-17.6%	0.2	80	i	-0.1%	-4.2%
N#Cc1c(-c2ccco2)cc(-c2ccccc2)[nH]c1=O	68.7µM*	-2.2%	4.7%	48.2%	10.3%	-1.0	51	i	-0.1%	19.2%
CCOC(=O)Cc1csc(NC(=O)c2cnc3scc(C)n3c2=O)n1	·	·	·	·	-0.8%	5.4	83	i	·	3.1%
CC(OC(=O)C1=COCCO1)C(=O)Nc1ccccc1C#N (stereo unspecified)	20.0%	11.4%	14.8%	4.8%	0.0%	2.7	49	i	-0.1%	1.2%
C#CC(=O)N(c1cccc(OC)c1)C(C(=O)NC1CCCC1)c1cccs1 (stereo unspecified)	2.8%	40.6%	10.2%	-11.5%	-38.8%	6.2	31	i	0.6%	13.6%
Cc1cc(C(=O)OCn2nnc3ccccc3c2=O)c(C)n1-c1ccccc1	7.7%	·	0.6%	-8.1%	·	3.3	43	i	-0.2%	10.2%
CCOC(=O)N1CCC(N2C(=O)c3ccccc3C2Nc2ccc(S(=O)(=O)N(CC)CC)cc2)CC1 (stereo unspecified)	2.3%	6.9%	2.9%	-4.7%	-13.2%	1.9	49	i	0.5%	-0.4%
Cc1ccc(NCC(=O)N/N=C/c2ccc(C(=O)O)cc2)cc1	16.2%	3.3%	14.4%	7.1%	-2.9%	2.9	55	i	-0.1%	-1.9%
CC1(C)C2CCC1(CS(=O)(=O)Nc1ccc(S(=O)(=O)NC3CCCCC3)cc1)C(=O)C2 (stereo unspecified)	8.0%	-0.9%	-1.2%	24.3%	4.5%	1.2	67	i	0.3%	1.7%

3 entries picked at random from the list so far, as already listed:
SMILES	SV40 large T antigen	GPR55 LPI antagonism	GPR35 antagonists	AID2073	Dengue-2 NS5 capping	NTR1 ag	NTR1 ag cell count 20 µM	Yfh1-depleted yeast	GPR55 beta-arrestin	Rac1 GTP hydrolysis	others
NC(=O)C1=C[C@@H](c2ccc(Br)cc2)C[C@@H](OCc2ccc(CO)cc2)O1	11.7%	15.5%	15.3%	?	-5.7%	-3.9	74	i	0.1%	5.5%
COc1ccc2cc(CN(CCO)C(=O)c3ccc(Br)cc3)c(=O)[nH]c2c1	4.9%	5.5%	-7.4%	3.6%	-9.0%	·	·	i	0.0%	12.2%
Cc1ccc(NC(=O)CN2C(=O)c3ccccc3C2=O)c(C)c1	17.9%	2.3%	17.5%	10.3%	-2.4%	0.8	60	·	0.6%	0.1%

Assay outcomes deposited in PubChem BioAssay by several laboratories.
